# From PubChem BioAssay
# Nrf2 ARE act: activators of Nrf2 (ARE) signaling; AREc32 ARE-luciferase reporter (MCF7-derived line), luminescence, 24 h; Potency, µM (series often up to 46.1 µM), for inactives: at the highest dose activation, hits mostly activators; actives 0.31% (n = 410,000); also: % of control where 0% means no effect; nearly all actives have a fitted effect of over 65% in size
#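 Each well held 1000 AREc32 cells, which were incubated with compound for 24 hr at 37 deg C after overnight attachment, and ARE reporter activity was quantified by firefly luciferase luminescence.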
# HepG2 tox: kills HepG2 cells in TGF-b inhibitor counter-screen; HepG2 CAGA-GFP viability, ATP luminescence, 18 h; Potency, µM (doses to about 46.1 µM), without a hit: top-dose activity change, negative = cytotoxicity, most hits filed as cytotoxic; actives 0.76% (n = 410,000); also: some results filed as inactive show a strong effect at the top dose
#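 HepG2 CAGA-GFP cells (1000/well, DMEM with 1% FBS) received compound, then TGF-beta at 500 pg/mL final, and were incubated 18 hours at 37 degrees C. Viability was read by CellTiter-Glo luminescence. Media-only wells were set as complete cell-killing and DMSO as no toxicity.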
# A549 viability: kills or reduces viability of A549 cells in Nrf2 counter-screen; actives 0.16% (n = 390,000); A549 ARE-Fluc cells, CellTiter-Fluor viability, 18-24 h; Potency, µM (titrated, usually from 46 µM), inactives show at the top dose activity change, negative = cytotoxicity, usual class: inhibitors; also: % is scaled to controls: 0 for no effect and ±100 for the full control effect
#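 A549 ARE-Fluc cells in 5% FBS OPTI-MEM, 5000 cells/well, rested 2 h then exposed to compounds in concentration-response for 18-24 h at 37 °C. Viability by CellTiter-Fluor fluorescence (Ex 405/Em 525) after 30 min; luciferase luminescence (BugLite, 15 min, RT) read afterwards.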
# Nrf2 block: inhibitors of Nrf2 signaling | A549 ARE-Fluc reporter, luciferase luminescence, 18-24 h | actives 2.1% (n = 360,000) | Potency, µM (highest dose often 46 µM), for the others: top-dose activity change, negative = inhibition, actives largely listed as inhibitors | AID 504444; also: % is scaled to controls: 0 for no effect and ±100 for the full control effect; nearly all actives have a fitted effect of over 60% in size
#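 A549 ARE_Fluc cells, 5000/well, 5% FBS OPTI-MEM; compounds in dose-response, 18-24 h at 37 °C/5% CO2; CellTiter-Fluor viability read (Ex 405/Em 525), then BugLite luciferase luminescence = Nrf2 activity.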
# S2 tox: viability counter-screen for ATXN expression inhibitors; S2 cells (HEK-293 line with an ATXN2-luciferase reporter) viability, CellTiter-Fluor protease fluorescence, 24 h; Potency, µM (highest dose often 56.7 µM), usual class: cytotoxic; actives 0.49% (n = 400,000); AID 651635; also: nearly all actives have a fitted effect of over 40% in size
# ATXN2 expr inh: inhibitors of ATXN2 expression | HEK-293 ATXN2-luciferase reporter, luminescence, 24 h | Potency, µM (highest dose often 57 µM), for inactives: top-dose activity change, negative = inhibition, usual class: inhibitors | actives 0.72% (n = 360,000); also: % is scaled to controls: 0 for no effect and ±100 for the full control effect; nearly all actives have a fitted effect of over 55% in size
#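 ATXN2-luciferase reporter cells (luciferase flanked by upstream and downstream ATXN2 gene portions) were treated 24 h at 37 °C with compounds at up to 57 uM. SteadyGlo luminescence gave expression; GF-AFC fluorescence gave viability.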
# TGFb SMAD3 inh: inhibitors of TGF-b signaling. Potency, µM (series often up to 46.1 µM), without a hit: top-dose activity, negative = inhibition, usual class: inhibitors. HepG2 CAGA-GFP TGF-b/SMAD3 reporter, GFP fluorescence, 18 h; TGF-beta stimulated, 500 pg/mL final. actives 1.2% (n = 410,000). AID 588855; also: % is scaled to controls: 0 for no effect and ±100 for the full control effect; nearly all actives have a fitted effect of over 65% in size
#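 Using HEPG2 CAGA-GFP reporter cells at 1000 cells/well, we pinned test compounds, stimulated with recombinant TGF-beta (500 pg/mL final) and measured total well GFP after 18 h.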
# EPAC2 antagonist: EPAC2 (human) antagonism; Potency, µM (top dose mostly 114 µM), inactives show at the highest dose activity, negative = inhibition, usual class: inhibitors; Q8WZA2; AID 720708; EPAC2 GEF exchange of Rap1B-BODIPY-GDP, fluorescence; actives 0.18% (n = 360,000); also: % is scaled to controls: 0 for no effect and ±100 for the full control effect; nearly all actives have a fitted effect of over 45% in size; many of its hits are not listed in these tables
# Target sequence (Q8WZA2 whole entry, looked up): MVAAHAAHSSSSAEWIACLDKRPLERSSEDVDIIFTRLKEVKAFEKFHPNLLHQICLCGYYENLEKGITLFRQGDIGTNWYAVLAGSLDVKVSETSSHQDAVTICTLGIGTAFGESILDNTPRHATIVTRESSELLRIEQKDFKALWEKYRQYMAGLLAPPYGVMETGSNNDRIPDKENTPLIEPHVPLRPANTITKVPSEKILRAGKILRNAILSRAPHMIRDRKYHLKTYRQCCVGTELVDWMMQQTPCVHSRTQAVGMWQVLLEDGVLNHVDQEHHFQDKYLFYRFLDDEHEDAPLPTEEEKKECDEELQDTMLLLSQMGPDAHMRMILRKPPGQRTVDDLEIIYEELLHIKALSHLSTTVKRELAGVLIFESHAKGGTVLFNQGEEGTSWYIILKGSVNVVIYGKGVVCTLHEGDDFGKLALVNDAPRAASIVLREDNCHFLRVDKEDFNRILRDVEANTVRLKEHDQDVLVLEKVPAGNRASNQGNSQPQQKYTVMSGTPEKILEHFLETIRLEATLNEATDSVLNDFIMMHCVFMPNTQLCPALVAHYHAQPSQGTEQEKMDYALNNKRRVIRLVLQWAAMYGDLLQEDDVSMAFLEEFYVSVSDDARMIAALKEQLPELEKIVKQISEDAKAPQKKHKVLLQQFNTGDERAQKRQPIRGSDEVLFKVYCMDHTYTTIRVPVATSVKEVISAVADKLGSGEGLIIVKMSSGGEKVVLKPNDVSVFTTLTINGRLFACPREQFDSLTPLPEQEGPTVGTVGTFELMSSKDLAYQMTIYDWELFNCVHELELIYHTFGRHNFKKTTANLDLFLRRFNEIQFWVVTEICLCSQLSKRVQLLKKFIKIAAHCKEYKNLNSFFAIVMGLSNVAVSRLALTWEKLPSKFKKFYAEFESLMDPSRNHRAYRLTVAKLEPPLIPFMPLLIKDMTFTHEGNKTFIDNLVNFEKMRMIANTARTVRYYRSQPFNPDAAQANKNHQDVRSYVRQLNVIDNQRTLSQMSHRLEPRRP
# MCF10A rerep: DNA re-replication induction in MCF 10a cells; MCF 10A DNA re-replication, Hoechst nuclear intensity, 48 h; Potency, µM (titrated, usually from 46.1 µM), for inactives: at the highest dose activity, positive = re-replication, hits mostly activators; actives 2.9% (n = 350,000); AID 624296; also: % of control where 0% means no effect; nearly all actives have a fitted effect of over 50% in size
# * = called active by the depositor; i = inactive; ? = inconclusive; . = not tested or not shown; & = joins results of further samples; [ ] = another dose, or the depositor's remark. Calls follow the shape of the dose curve; as a rule, active = well fitted curve in the direction sought with a large enough effect; inconclusive = small, poorly fitted or top-dose-only effect, or another doubt; inactive = no such curve, though single readings can be large; an effect the other way counts as inactive or inconclusive. Potency is read from the fitted curve at half-maximal effect.
structure	Nrf2 block	TGFb SMAD3 inh	MCF10A rerep	S2 tox	HepG2 tox	ATXN2 expr inh	EPAC2 antagonist	A549 viability	Nrf2 ARE act
Cn1nc(-c2ccccc2)c(-c2nc(-c3ccc(Cl)cc3)no2)c1Cl	3%	-9%	17%	i	6%	5%	5%	8%	-0.5%
COc1cc(Br)cc2cc(S(=O)(=O)c3ccccc3)c(=O)oc12	5%	-2%	.	i	-8%	-1%	.	1%	12%
CCOc1cc(C)c(Cl)cc1S(=O)(=O)N(CC)CC	.	11%	1%	i	0%	-13%	-2%	-1%	-0.4%
COc1ccc(C(=O)CN2C3=NCCCN3c3ccccc32)cc1OC	9%	-4%	-1%	i	-13%	-19%	-1%	-14%	0.1%[9.22 µM]
CN(CC(=O)NCC1CCCO1)S(=O)(=O)c1cc(Cl)ccc1Cl (configuration not stated)	-1%	-17%	6%	i	1%	0%	11%	0%	0.2%
O=C(/C(Br)=C/Nc1cc(Cl)ccc1Cl)C(F)(F)F	11%	?	17%	i	-31%	-1%	2%	8%	0.0%[9.22 µM]
CC1CCCCC1NC(=O)C1CCN(S(=O)(=O)c2cccc3nonc23)CC1 (configuration not stated)	1%	18%	11%	i	-2%	0%	4%	-11%	0.3%
O=C(NCC1CCCO1)c1cc([N+](=O)[O-])ccc1Cl (configuration not stated)	-13%	12%	-2%	i	-5%	-4%	4%	0%	0.2%
CCc1cc(C(=O)N2CCCC(CNS(=O)(=O)c3cccs3)C2)n(C)n1 (configuration not stated)	9%	-11%	18%	i	1%	-7%	-27%	6%	1.6%
Cc1ccc(S(=O)(=O)NCCOc2cc(C)ccc2C)cc1	4%	-3%	18%	i	-16%	-17%	-26%	17%	2.6%
CCOC(=O)C1C(C(=O)OC)=C(c2ccc(OC)cc2)c2ccc(OC)cc2N1S(=O)(=O)C(F)(F)F (configuration not stated)	-10%	?	2%	i	-27%	-21%	-20%	-2%	0.7%
CC(C(=O)N1CCOCCOCCOCC1)N1C(=O)c2ccccc2C1=O (configuration not stated)	3%	0%	-2%	i	2%	.	13%	15%	0.3%
CCCCC(=O)Nc1cccc2c1C(=O)N(c1ccccc1)C2=O	15%	0%	-2%	i	4%	10%	-9%	0%	1.9%
O=C(O)c1ccc(NS(=O)(=O)c2ccc3nnn(O)c3c2)cc1	-1%	3%	-4%	i	7%	-1%	-1%	5%	-0.7%
CC(C)c1cc(NCC2CCCO2)n2c(nc3ccccc32)c1C#N (configuration not stated)	?	26%	?	i	-14%	-3%	-2%	-10%	-0.2%
COC1(OC)C(/C=C/c2ccc(Cl)cc2)C(C#N)(C#N)C1(OC)OC (configuration not stated)	11%	?	6.5µM*	.	-44%	?	-15%	-10%	?
COc1ccc(SCCN2CC[C@@H](C(C)(C)C)CCC2=O)cc1	11%	?	9.2µM*	?	-19%&-35%	10%	-28%	-1%	2.9%
O=C(CN1CCN(C(=O)c2cccs2)CC1)NC1CCCCC1	.	4%	-1%	i	1%	11%	6%	1%	0.2%
CC(=O)C1=C(O)C(CSCc2ccccc2)N(C)C1=O (configuration not stated)	-2%	2%	5%	i	24%	0%	-6%	-8%	-0.1%
O=C(Nc1ccccc1)c1cc(S(=O)(=O)Nc2cccnc2)ccc1Cl	-10%	3%	1%	.	6%	-16%	4%	0%	4.2%
CC(C)c1ccc(/C=C/C(=O)N2CCCCCC2)cc1	?	0%	23µM*	i	0%	-4%	1%	1%	-1.1%
CCOC(=O)Cn1cc(C(=O)OC)c2ccccc21	17%	2%	-2%	?	-12%	-33%	13%	-4%	-0.5%
COc1ccc(C(CNC(=O)c2cc(S(=O)(=O)N3CCCCC3)ccc2C)N2CCCC2)cc1 (configuration not stated)	2%	0%	4%	i	0%	-6%	15%	10%	3.7%
Cc1ccc2oc(=O)n(CCCOc3ccccc3)c2c1	5%	0%	1%	i	-4%	65%[activator]	6%	-9%	4.9%
CCc1nc2nc(C)cc(Nc3ccc(OC)cc3)n2n1	8%	-38%	.	i	-12%	-13%	.	1%	4.3%
NC(=O)c1ncn([C@@H]2O[C@H](CNCc3cc(Br)ccc3OCc3ccccc3)[C@@H](O)[C@H]2O)n1	-1%	2%	-6%	i	-38%	1%	27%	1%	0.9%
CC(C)C[C@@H](CN1CCC[C@@H]1CN1C(=O)C(=O)NC[C@@H]1Cc1ccccc1)N1C[C@H](Cc2ccccc2)N(CC2CCCCCC2)C(=O)C1=O	?	?	1%	?	2%	8%	-13%	?	0.3%
Cc1ccc(NC(=S)NCc2ccc3c(c2)OCO3)cc1C	13%	?	-3%	i	-11%	1%	-11%	13%	2.6%
CCOC(=O)c1nn(-c2ccc(C)cc2)c(=O)cc1OCC(=O)Nc1cccc(OC)c1	-2%	-13%	1%	?	-77%	-18%	2%	12%	0.0%
Cc1ccc(N(CC(=O)N2CCN(c3ccc(F)cc3)CC2)S(=O)(=O)c2c(C)nn(C)c2C)cc1	10%	2%	5%	?	-8%	-22%	-10%	4%	-0.2%
CCCCOC(=O)c1ccc(OC(=O)c2sc3ncn(Cc4cccc(F)c4)c(=O)c3c2C)cc1	.	-10%	.	i	-22%	-2%	.	5%	-0.8%
Cc1ccc(CC2CC(=O)N(CCc3ccc4c(c3)OCO4)C2=O)cc1 (configuration not stated)	-2%	41%[activator]	-1%	i	6%	-1%	-40%	-3%	-0.2%
CC1CCCN(C(=O)CCNS(=O)(=O)c2ccc(Br)cc2)C1 (configuration not stated)	-2%	-10%	2%	i	-41%	-2%	-2%	8%	-1.0%
O=[N+]([O-])c1ccc(S(=O)(=O)Nc2ccc(-c3ccc(N4CCCC4)nn3)cc2)cc1	-21%	-6%	2%	i	1%	11%	29%	-5%	0.5%
C=CCOc1c(Br)cc(C2C3=C(CCCC3=O)N(C)C3=C2C(=O)CCC3)cc1OCC	3%	9%	-3%	.	7%	-9%	-8%	-12%	-0.5%
CCn1ncc(/C=N/N=C2\CCC3C4CCc5cc(O)ccc5C4CCC23C)c1C (configuration not stated)	.	3%	10%	?	-28%	1%	2%	-5%	4.6%
O=C(Nc1ccc2ccccc2c1)c1ccccc1Cl	.	-23%	.	i	-27%	.	-22%	.	21%
CCSc1ncc(C#N)c(N)n1	7%	-17%	0%	i	-15%	7%	0%	-1%	0.8%
C=CCCCCCCCCC(=O)Nc1ncccn1	-13%	3%	3%	i	4%	6%	16%	-1%	4.8%
CCc1nnc(NC(=O)CSc2ccc(-c3ccc(C)cc3)nn2)s1	18%	16%	6%	i	15%	62%[activator]	-1%	-12%	0.7%
CS(=O)(=O)N1CCCC(C(=O)N2CCOCC2)C1 (configuration not stated)	-6%	4%	1%	i	-1%	-3%	-2%	1%	0.3%
COc1ccc(CN(CC2CCCO2)S(=O)(=O)c2ccc(-n3cnnn3)c(OC)c2)cc1 (configuration not stated)	-23%	-5%	3%	i	-8%	-7%	-9%	6%	0.1%
Cc1ccccc1CSc1nnc(C)n1N	1%	-15%	-4%	i	3%	3%	12%	-5%	0.1%
COc1cccc(C=NNc2nnc(NN=Cc3cccc(OC)c3OC)c3ccccc23)c1OC	?	?	?	?	-37%	78%[activator]	-7%	-10%	4.4%
N#CCCN1CCN(S(=O)(=O)c2ccc(S(=O)(=O)N3CCOCC3)cc2)CC1	1%	22%	1%	i	-1%	-5%	7%	9%	0.4%
CCN1CCN(Cc2ccc(NC(=O)Nc3ccc(SC)cc3)cc2)CC1	.	48%[activator]	14%	i	-11%	31%[activator]	8%	?	4.8%
Cc1cc(Cl)ccc1OCCCC(=O)NNC(=O)c1ccncc1	-26%	3%	3%	i	-4%	-11%	-13%	2%	4.2%
COC(=O)[C@@H]1CCCN1Cc1nc(Cc2ccccc2F)no1	1%	11%	-7%	i	4%	3%	-13%	-7%	-0.2%[9.22 µM]
CC(C)(C)c1ccc(C(=O)Nn2cnnc2)cc1	15%	-2%	9%	i	4%	31%[activator]	4%	1%	-0.5%
CC(=O)c1ccc(N2CCN(S(=O)(=O)c3csc(C(N)=O)c3)CC2)cc1	-2%	13%	1%	i	-9%	7%	5%	-3%	0.8%
CCN(CC)C(=O)C(=O)c1cn(CC(=O)NCc2ccc3c(c2)OCO3)c2ccccc12	-7%	0%	4%	i	-12%	-6%	3%	-9%	-0.6%
COc1ccc(NC(=O)Cn2ccc3c(OC)cccc3c2=O)cc1	-5%	-12%	-6%	?	-21%	-15%	-5%	-21%	-0.3%
CCC(C)n1c(SCc2ccc(C(C)(C)C)cc2)nc2ccsc2c1=O (configuration not stated)	.	4%	.	.	-7%	.	.	1%	-1.1%
Cc1cc(C(=O)Nc2ccc3c(c2)OCCO3)ccc1[N+](=O)[O-]	?	-2%	-2%	?	-4%	.	-7%	1%	0.4%
CCOC(=O)N1CCN(C(=O)COC(=O)c2ccc(O)cc2O)CC1	0%	12%	-5%	i	-1%	-5%	4%	0%	-0.2%
CC(N=c1ccccn1C(=O)Nc1ccc(Cl)cc1)c1ccco1 (configuration not stated)	?	10%	?	i	5%	20%	0%	17%	0.6%
COc1cccc(C(O)c2nc(/C=C/c3ccc(C(F)(F)F)cc3)cs2)c1 (configuration not stated)	.	?	.	i	-93%	0%	-29%	.	3.6%
O=C(Nc1nc2ccccc2[nH]1)c1ccccc1[N+](=O)[O-]	?	0%	-1%	i	9%	29%	-2%	-9%	?
CCCCn1c(Oc2cccc(C(=O)OC)c2)nc2c1c(=O)n(C)c(=O)n2C	.	-9%	.	i	-52%	5%	.	12%	6.4%

# Not all compounds are listed. The share of hits here may be higher or lower than overall.
